Screening results deposited in PubChem BioAssay by National Center for Advancing Translational Sciences (NCATS).
PI4K2A block – blocks human PI4K2A kinase activity; actives 0.13% (n = 420,000); purified PI4K2A, ADP-Glo luminescence, 1 h; active compounds read low; AID 1346378; activity change, negative = inhibition, % at 76.9 µM; in the data active = activity change below about -50%;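 note: -100% = wells without enzyme as full effect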
Target sequence (Q9BTU6 whole entry, looked up): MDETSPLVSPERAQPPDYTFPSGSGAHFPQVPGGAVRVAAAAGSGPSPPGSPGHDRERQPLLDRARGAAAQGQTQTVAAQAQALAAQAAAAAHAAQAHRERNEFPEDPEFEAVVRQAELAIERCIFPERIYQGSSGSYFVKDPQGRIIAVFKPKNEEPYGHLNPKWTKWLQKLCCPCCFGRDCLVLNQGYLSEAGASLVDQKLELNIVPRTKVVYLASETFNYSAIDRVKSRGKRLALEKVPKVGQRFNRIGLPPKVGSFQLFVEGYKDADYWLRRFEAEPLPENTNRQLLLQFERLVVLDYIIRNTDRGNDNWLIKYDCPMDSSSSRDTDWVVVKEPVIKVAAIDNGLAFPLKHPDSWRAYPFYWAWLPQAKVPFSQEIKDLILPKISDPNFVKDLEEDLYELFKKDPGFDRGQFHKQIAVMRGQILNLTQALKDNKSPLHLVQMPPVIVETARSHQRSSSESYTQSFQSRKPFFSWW
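Compounds are screened against recombinant PI4K2A using PI as substrate and ATP, the latter dispensed at 300 microM. Reactions run one hour at ambient temperature before ADP-Glo detection; full inhibition defined by wells lacking enzyme.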
The depositor's hits bear a star.

SMILES | PI4K2A block
CN1C(=O)c2cc(NC(=O)C3CCOCC3)ccc2OC[C@@H]2O[C@@H](CC(=O)NCc3ccccc3F)CC[C@@H]21 | 4.8
CCN(C(=O)[C@@H](C1CC1)[C@@H](O)c1ccc(Cl)cc1)c1ccccc1 | -2.1
Cn1c(SCC(=O)Nc2ccc(S(=O)(=O)Nc3nccs3)cc2)nc2sc3c(c2c1=O)CCCC3 | -0.1
COC(=O)[C@@]1(OC(C)=O)CC(OC(C)=O)[C@H](OC(C)=O)[C@H](OC(C)=O)C1Br (some centres not stated) | -2.0
CCCCCn1nnnc1C1(C)CN(S(C)(=O)=O)CC(=O)N1Cc1ccco1 (configuration not stated) | 2.2
O=C(CSc1nnc(COc2ccccc2)n1-c1ccccc1)Nc1ccc2c(c1)OCCO2 | -3.2
Nn1c(SCC(=O)Nc2ccccc2-c2ccccc2)nnc1-c1n[nH]c2c1CCC2 | 0.7
Cc1ccc(-c2nnc(SCC(=O)Nc3ccc(-c4nc5ccc(C)cc5s4)cc3)n2Cc2ccco2)cc1 | -4.9
CCn1c(COc2ccccc2)nnc1SCC(=O)Nc1ccc(S(=O)(=O)Nc2cc(C)nc(C)n2)cc1 | 4.8
COCCCNC(=O)C[C@H]1C[C@@]2(C(=O)OC)C(=C[C@H](C3CCCC3)O[C@@H]2C)N(Cc2cccc3ccccc23)C1=O | -2.3
CCC(=O)N(Cc1ccccc1)c1ccccc1C(=O)Nc1cc(OC)ccc1OC | 9.4
CN1C(=O)c2cc(NC(=O)c3ccccc3)ccc2OC[C@H]2O[C@@H](CC(=O)NCC3CC3)CC[C@@H]21 | -1.5
CN(Cc1ccccc1)C(=O)OCc1cn(Cc2ccc(Cl)cc2)nn1 | -3.6
CCCC1CCC2(CCC(=O)N2CCO)CC1 (configuration not stated) | -6.9
c1ccc(Cn2ccc3ccc(-c4ccc5ccn(Cc6cccc(Oc7ccccc7)c6)c5c4)cc32)cc1 | -3.4
COC(=O)[C@]12C[C@H](CC(=O)NCc3cccc(C(F)(F)F)c3)C(=O)N(Cc3cccc4ccccc34)C1=C[C@H](C(C)(C)C)O[C@@H]2C | 1.0
COC(=O)c1cccc(Cn2ccc3ccc(-c4ccc5ccn(C(=O)c6ccc(C)cc6)c5c4)cc32)c1 | -2.6
Cc1cc(NS(=O)(=O)c2ccc(NC(=O)CSc3nnc(-c4ccncc4)n3Cc3ccco3)cc2)nc(C)n1 | -7.2
CCOC(=O)[C@@]12CN(C(=O)OC(C)(C)C)CC=C1N(Cc1ccc(OC)cc1)C(=O)[C@H]2CC(=O)NCc1cccs1 | 1.7
CCC(C)CNC(=O)c1cn(C(C)c2ccccc2)nn1 (configuration not stated) | 0.9
Cc1cccc(C)c1-n1nnnc1C1c2ccccc2OCC(=O)N1Cc1ccc(F)cc1 (configuration not stated) | -0.6
COC(=O)[C@]12C[C@H](CC(=O)N3CCOCC3)C(=O)N(CCC3=CCCCC3)C1=C[C@H](C1CCCC1)O[C@@H]2C | 1.1
CCCCCN1CCCCC(NC(=O)C(C)(C)C)C1=O (configuration not stated) | 1.4
O=S1(=O)c2ccc(N3CCSCC3)cc2Oc2ccccc2CN1Cc1cn(Cc2cccc(C(F)(F)F)c2)nn1 | 3.0
COc1ccc(NC(=O)NCCCN2CCN(c3ccc(F)cc3)CC2)cc1OC | 6.6
C#CCN1CC(N(C)CCOC(=O)c2ccc(C(C)(C)C)cc2)CS1(=O)=O (configuration not stated) | 3.4
Cc1ccccc1CN1CCCCC(NC(=O)c2cccc(F)c2)C1=O (configuration not stated) | 1.2
COC(=O)[C@]12C[C@H](CC(=O)N3CCC(c4ccccc4)CC3)C(=O)N(Cc3cccc4ccccc34)C1=C[C@H](C(C)C)O[C@@H]2C1CC1 | 1.7
COC(=O)[C@]1(CNC(C)=O)CC(=O)N(Cc2ccc(Cl)cc2)[C@@H]1c1ccc(OC)cc1 | -4.1
CCOC(=O)C1=NOC(C(C)=O)(C(=O)N2CCOCC2)C1 (configuration not stated) | -6.0
COc1ccc(-n2c(SCC(=O)Nc3ccccc3-c3ccccc3)nnc2-c2ccccc2)cc1 | 0.7
COc1ccc(-n2c(Cc3cccs3)nnc2SCC(=O)Nc2ccc(OCc3ccccc3)cc2)cc1 | 1.7
CCOC(=O)[C@]12CCCCC/C=C\1N(Cc1ccc(OC)cc1)C(=O)[C@H]2CC(=O)NCCCCc1ccccc1 | 2.9
COc1ccc(N2CCN(CCCNC(=O)Cn3c(=O)c4cccn4c4cccnc43)CC2)c(OC)c1 | -2.7
O=C(CNS(=O)(=O)c1ccc(Cl)s1)N1CCN(c2ccccn2)CC1 | 2.3
CCCCNC(=O)C[C@H]1C[C@@]2(C(=O)OC)C(=C[C@H](C(C)(C)C)O[C@@H]2C)N(CCc2ccc(OC)c(OC)c2)C1=O | -1.7

Given with tabs: twelve of the compounds above
canonical_smiles	PI4K2A block
O=S1(=O)c2ccc(N3CCSCC3)cc2Oc2ccccc2CN1Cc1cn(Cc2cccc(C(F)(F)F)c2)nn1	3.0
COc1ccc(NC(=O)NCCCN2CCN(c3ccc(F)cc3)CC2)cc1OC	6.6
C#CCN1CC(N(C)CCOC(=O)c2ccc(C(C)(C)C)cc2)CS1(=O)=O (configuration not stated)	3.4
Cc1ccccc1CN1CCCCC(NC(=O)c2cccc(F)c2)C1=O (configuration not stated)	1.2
COC(=O)[C@]12C[C@H](CC(=O)N3CCC(c4ccccc4)CC3)C(=O)N(Cc3cccc4ccccc34)C1=C[C@H](C(C)C)O[C@@H]2C1CC1	1.7
COC(=O)[C@]1(CNC(C)=O)CC(=O)N(Cc2ccc(Cl)cc2)[C@@H]1c1ccc(OC)cc1	-4.1
CCOC(=O)C1=NOC(C(C)=O)(C(=O)N2CCOCC2)C1 (configuration not stated)	-6.0
COc1ccc(-n2c(SCC(=O)Nc3ccccc3-c3ccccc3)nnc2-c2ccccc2)cc1	0.7
COc1ccc(-n2c(Cc3cccs3)nnc2SCC(=O)Nc2ccc(OCc3ccccc3)cc2)cc1	1.7
CCOC(=O)[C@]12CCCCC/C=C\1N(Cc1ccc(OC)cc1)C(=O)[C@H]2CC(=O)NCCCCc1ccccc1	2.9
COc1ccc(N2CCN(CCCNC(=O)Cn3c(=O)c4cccn4c4cccnc43)CC2)c(OC)c1	-2.7
O=C(CNS(=O)(=O)c1ccc(Cl)s1)N1CCN(c2ccccn2)CC1	2.3

Continued.
SMILES | PI4K2A block
CC(C)N1CCCCC(NC(=O)COCc2ccccc2)C1=O (configuration not stated) | -0.7
N#CCC[C@@H]1CC[C@]2(CCCN(C(=O)c3ccccc3)C2)O1 | 2.0
CCOc1ccc(-n2c(COc3ccccc3)nnc2SCC(=O)Nc2ccc3c(c2)OCCO3)cc1 | 2.8
O=C(Nc1ccc2c(c1)OCO2)OC1CCC12CCC(c1ccccc1)CC2 (configuration not stated) | 0.0
Cc1ccccc1CNC(=S)OC1CCC12CCC(c1ccccc1)CC2 (configuration not stated) | 11.4
COC1=C[C@H](C(=O)NC2CCN(Cc3ccccc3)CC2)C(C)C(c2ccccc2)CC1=O (some centres not stated) | -0.3
CC1(c2ccccc2)OC(C(=O)O)=CC1=O (configuration not stated) | -0.2
CC(=O)N1C[C@@H](c2c[nH]c3ccccc23)C=C[C@H]1C(=O)NS(=O)(=O)c1ccc(C)cc1 | -6.8
O=C(NCc1ccc(C(=O)N2CCOCC2)cc1)c1cccc(Br)c1 | -3.7
CCc1ccccc1-c1cc(C(C)=O)c2n(c1=O)CCC2 | -5.7
COC(=O)[C@]12C[C@H](CC(=O)NCc3ccc(OC)c(OC)c3)C(=O)N(Cc3ccc(Cl)cc3Cl)C1=C[C@H](C(C)C)O[C@@H]2C1CC1 | -4.6
Cc1ccc(C(=O)NC2CCCCN(C(C)C)C2=O)cc1 (configuration not stated) | -5.2
COc1ccc(C(=O)OCCN2CCN(C3CN(Cc4cn(Cc5ccccc5Cl)nn4)S(=O)(=O)C3)CC2)cc1OC (configuration not stated) | -5.8
CC(=O)CC[C@H]1CC[C@]2(CCCN(C(=O)C(C)(C)C)C2)O1 | -1.9
O=C(CSc1nc2ccccc2n1Cc1ccccc1Cl)N/N=C\c1cccc(Oc2ccccc2)c1 | -2.8
CCC(C(=O)Nc1ccccc1N1CCCC1)c1cccc(C)c1 (configuration not stated) | -2.8
CCO[C@H](Cc1ccc(OCCc2ccc(OS(C)(=O)=O)cc2)cc1)C(=O)O | -0.6
c1ccc2cc3[nH]c(CNc4nc(N5CCOCC5)nc5c4ncn5-c4ccsc4)nc3cc2c1 | 0.2
O=S(=O)(c1ccc(Br)s1)N1CCC(c2nc3ccccc3o2)CC1 | -4.8
CCOc1ccccc1NC(=O)CSc1nnc(SCc2ccccc2)s1 | -2.6
CC(C)C[C@@H]1COc2cc(N3CCCC3)ccc2S(=O)(=O)N1C | 3.6
COc1cc(NC(=O)c2ccccc2)c(C)cc1NC(=O)CSc1nnc(COc2ccccc2)n1Cc1ccco1 | 0.3
COc1ccc(/C(C)=N/NC(=O)Cc2cc(=O)[nH][nH]2)cc1OC | -8.0
COC(=O)[C@]12C[C@H](CC(=O)NCC34CC5CC(CC(C5)C3)C4)C(=O)N(Cc3cccc4ccccc34)C1=C[C@H](C(C)C)O[C@@H]2C1CC1 | -3.0
O=C(O)C(=O)Nc1cccc(-c2nn[nH]n2)c1 | -5.1
C=CCN1C(=O)[C@@H](CC(=O)NCc2ccc(OC)c(OC)c2)[C@]2(C(=O)OCC)CCCCC/C=C/12 | 0.6
O=C(N[C@H]1CCCc2c1cnn2-c1ccc(F)cc1F)c1ccccn1 | 3.4
COc1ccc(CNC(=O)CSc2nc3c([nH]2)c(=O)n(C)c(=O)n3C)cc1 | 1.9
O=C(OC12CCCN(C1)/C(=C/c1cccnc1)C2)c1ccc(F)cc1 (configuration not stated) | 4.3
O=c1c2cc3cc(Cl)ccc3nc2ncn1Cc1ccc(Oc2ccccc2)cc1 | -2.8
CCCCOCCCNC(=O)C[C@H]1C[C@@]2(C(=O)OC)C(=C[C@H](C(C)(C)C)O[C@@H]2C)N(Cc2ccc(Cl)cc2Cl)C1=O | -1.2
O=C(NC1CCCCN(Cc2cccc(C(F)(F)F)c2)C1=O)c1c(F)cccc1F (configuration not stated) | -0.3
Cc1cc(NS(=O)(=O)c2ccc(NC(=O)CSc3nnc(-c4ccncc4)n3-c3ccccc3)cc2)nc(C)n1 | -6.0
O=C(NCc1ccc(F)cc1)C1CCCN(c2nc3ccccc3o2)C1 (configuration not stated) | -1.7
CC1(C)O[C@@H]2C[C@H]3[C@@H]4CCC5=CC(=O)C=C[C@]5(C)[C@@H]4[C@@H](O)C[C@]3(C)[C@]2(C(=O)CO)O1 | -3.6
O=C(OC1CC2CCC(C1)[N+]21CCCC1)C(O)(c1ccccc1)c1ccccc1 (configuration not stated) | -2.9
CCOCC(=O)NC(=O)N1C[C@H]2CON(C)[C@H]2C[C@H]1c1ccc(OC)cc1 | -4.0
COc1ccc([C@H]2OC(=O)C[C@@H]2C(=O)N2CCCCC2)cc1OC | -3.6
Cc1ccccc1NC(=O)OC1CCC12CCCCC2 (configuration not stated) | 2.2
O=C(CSc1ccccc1)NC1CCCCN(Cc2cccc(Cl)c2)C1=O (configuration not stated) | 2.3
C/C(C=NNC(=O)c1cc(-c2ccc(C)c(C)c2)n[nH]1)=C/c1ccco1 | -4.1
COc1ccc(CN2CCC(CNC(=O)NC3CCCC3)CC2)cc1 | 4.8
c1ccc2[nH]c(CNc3nc(N4CCOCC4)nc4c3ncn4-c3ccsc3)nc2c1 | 1.5
CCOC(=O)CC[C@@H]1CC[C@]2(CCCN(C(=O)c3ccc4ccccc4n3)C2)O1 | -0.6
O=C(CSc1nnc(-c2ccccc2)n1-c1ccc(Cl)cc1)Nc1ccccc1-c1ccccc1 | -3.1
COc1cccc2c1C(=O)c1c(O)c3c(c(O)c1C2=O)C[C@@](O)(C(=O)CO)C[C@@H]3O[C@H]1C[C@H](N)[C@H](O[C@@H]2CCCCO2)[C@H](C)O1 | -15.9
Cc1ccccc1CN1CCCCC(NC(=O)Nc2ccccc2)C1=O (configuration not stated) | -3.7
c1ccc(Cn2c(SC3CCCCC3)nnc2-c2cccnc2)cc1 | 3.2
COc1ccc2ccccc2c1C=NNC(=O)c1cc(-c2ccc(C)cc2)n[nH]1 | 0.5
CC(C)(C)c1ccc(-c2nnc(SCc3ccccc3)n2Cc2ccco2)cc1 | -8.8
CCC[C@H]1[C@@H](N(C)Cc2ccccc2)CC[C@@]23CCCN2C(=O)CCC[C@@H]13 | 1.0
Cc1ccc(S(=O)(=O)N2CCCC2C(=O)N2CCc3ccccc3C2)cc1 (configuration not stated) | -5.0
COC(=O)[C@]12C[C@H](CC(=O)NCCCCc3ccccc3)C(=O)N(Cc3cccc4ccccc34)C1=C[C@H](C1CCCC1)O[C@@H]2C | -1.3
Nn1c(SCC(=O)N2c3ccccc3Sc3ccccc32)nnc1-c1n[nH]c2c1CCC2 | -2.4
Nn1c(SCC(=O)N2CCOCC2)nnc1-c1n[nH]c2c1CCC2 | 1.1
CCOC(=O)[C@]12CCCCC/C=C\1N(Cc1ccc(OC)cc1)C(=O)[C@H]2CC(=O)NCC1CCCCC1 | -0.5
C=CCN1[C@@H](CC(C)C)COc2cc(N3CCSCC3)ccc2S1(=O)=O | -2.0
O=C(NCCc1ccccc1)OCc1cn(Cc2ccccc2Cl)nn1 | -1.1
COC(=O)C1CN(Cc2ccc(OC)cc2)CCS(=O)(=O)N1Cc1ccccc1 (configuration not stated) | 0.1
COC(=O)[C@H]1C[C@@]2(C3C=CC=C3)c3ccccc3N[C@H]2N1 | -4.0
The list continues.
SMILES | PI4K2A block
COC(=O)c1cc(-c2ccc(-c3ccccc3)c(F)c2)c(=O)n2c1CCC2 | 3.9
O=C(NC1CCCCN(Cc2cccc(C(F)(F)F)c2)C1=O)c1ccc(-c2ccccc2)cc1 (configuration not stated) | 0.6
COc1ccc(C(=O)CSc2nnc(-c3cccnc3)n2-c2ccc(C)cc2)cc1 | 5.6
CCOC(=O)N1CCN(C(=O)C[C@H]2C(=O)N(Cc3ccc(OC)cc3)C3=CCCC[C@@]32C(=O)OCC)CC1 | -3.2
Cc1ccc(-c2cc(-c3nnc(SCC(=O)N4CCOCC4)n3N)[nH]n2)cc1 | 4.0
COCCOCC(OC)OC | -4.8
C/C(=N/NC(=O)c1ccncc1)C(=O)O | -0.9

Some of the compounds tested. The share of hits here may be higher or lower than overall.
